From PubChem
GDH-TPI inh – inhibits GDH-TPI coupling enzymes, artifact for Mtb FBA screen; GDH-TPI coupled enzyme counterscreen, NADH absorbance; AID 588335; inhibition, % at 4.8 µM; actives 1.2% (n = 360,000); in the data active = inhibition above about 30%;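 also: 0% = DMSO wells and 100% = wells lacking the enzyme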
Rv3671c protease – inhibitors of M. tuberculosis serine protease Rv3671c; inhibition, % at 5.96 µM; actives 0.048% (n = 320,000); P9WHR9; AID 2606; in the data active = inhibition above about 38%;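 also: extracellular domain of Rv3671c used as enzyme; 0% = enzyme with DMSO and 100% = no enzyme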
MazF activator – activators of E. coli MazEF toxin-antitoxin RNase. activation, % at 20 µM. actives 0.32% (n = 350,000). FAM/BHQ RNA-DNA oligo cleavage fluorescence, 5 h; in the data active = activation above about 50%
Target sequence (P0AE70 whole entry, looked up): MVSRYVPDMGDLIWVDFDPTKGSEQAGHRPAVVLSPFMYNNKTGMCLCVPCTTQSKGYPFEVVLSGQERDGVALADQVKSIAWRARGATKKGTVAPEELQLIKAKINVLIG
BoNT-F LC inh – BoNT F light chain protease inhibition; actives 0.22% (n = 360,000); inhibition, % at 10 µM; AID 588497; Multiplex microsphere protease cleavage assay, flow cytometry; in the data active = inhibition above about 35%, passing the limit was not always enough; inconclusive = no clear call, values can overlap the other calls; also: plate controls were buffer without enzyme for full effect and enzyme alone for no effect
PrPC TRFRET – inhibitors of human cell surface prion protein PrPC; P04156; TR-FRET read-out; inhibition, % at 13.8 µM; actives 0.43% (n = 370,000); AID 720596; in the data active = inhibition above about 24%; also: 0% = median of the test wells and 100% = reference compound wells
FadD28 FP inh – inhibitors of Mycobacterium tuberculosis FadD28 bisubstrate binding | inhibition, % at 12.5 µM | actives 0.22% (n = 360,000) | FadD28 bisubstrate probe binding, fluorescence polarization; in the data active = inhibition above about 8.5%, passing the limit was not always enough; inconclusive = no clear call, values can overlap the other calls
FBA Mtb inh – Mtb fructose-bisphosphate aldolase inhibition; P9WQA3; purified M. tuberculosis FBA, fluorescence read-out; inhibition, % at 1 µM; actives 2.3% (n = 360,000); in the data active = inhibition above about 27%;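 also: 0% = vehicle and 100% = reference inhibitor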
Target sequence (P9WQA3 whole entry, looked up): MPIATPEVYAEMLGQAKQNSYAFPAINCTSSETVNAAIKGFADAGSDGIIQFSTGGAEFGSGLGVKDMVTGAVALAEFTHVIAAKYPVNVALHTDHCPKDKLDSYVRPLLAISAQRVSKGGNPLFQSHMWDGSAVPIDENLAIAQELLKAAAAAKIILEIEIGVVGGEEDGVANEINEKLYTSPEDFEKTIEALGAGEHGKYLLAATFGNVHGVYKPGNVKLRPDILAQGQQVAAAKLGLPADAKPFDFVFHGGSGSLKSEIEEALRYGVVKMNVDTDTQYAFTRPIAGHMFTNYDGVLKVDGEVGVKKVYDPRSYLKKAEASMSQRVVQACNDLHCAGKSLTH
BioA inh – inhibitors of Mycobacterium tuberculosis BioA enzyme; purified M. tuberculosis BioA enzyme, plate reader; inhibition, % at 9.99 µM; actives 0.096% (n = 360,000); AID 602481; in the data active = inhibition above about 40%; inconclusive = no clear call, values can overlap the other calls
UGM FP inh – Mtb UDP-galactopyranose mutase inhibition; P9WIQ1; purified UGM, fluorescence polarization probe displacement; inhibition, % at 10 µM; actives 0.06% (n = 320,000); AID 504406; in the data active = inhibition above about 10%, passing the limit was not always enough; inconclusive = no clear call, values can overlap the other calls
Target sequence (P9WIQ1 whole entry, looked up): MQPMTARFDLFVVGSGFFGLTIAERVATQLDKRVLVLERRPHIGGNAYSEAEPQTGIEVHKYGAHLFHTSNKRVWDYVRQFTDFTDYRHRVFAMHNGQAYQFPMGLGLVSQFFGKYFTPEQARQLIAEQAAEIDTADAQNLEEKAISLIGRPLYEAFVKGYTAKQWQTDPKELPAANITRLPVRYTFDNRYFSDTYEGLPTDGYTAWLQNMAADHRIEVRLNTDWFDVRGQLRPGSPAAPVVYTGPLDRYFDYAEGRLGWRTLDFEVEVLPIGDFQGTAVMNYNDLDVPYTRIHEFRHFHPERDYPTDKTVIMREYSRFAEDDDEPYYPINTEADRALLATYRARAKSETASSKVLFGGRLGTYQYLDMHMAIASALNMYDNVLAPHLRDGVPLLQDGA
Starred values were filed as active, the others as inactive; u = inconclusive; x = no result given.

SMILES	GDH-TPI inh	Rv3671c protease	MazF activator	BoNT-F LC inh	PrPC TRFRET	FadD28 FP inh	FBA Mtb inh	BioA inh	UGM FP inh
COc1ccc2nc(N(CCN(C)C)C(=O)c3ccc4ncsc4c3)sc2c1	7	x	2	0	7	-4.4	-1	3.0	x
Cc1ccc(C(=O)N2CCC(C(=O)c3c(C)cc(C)cc3C)CC2)cc1	-9	0	1	2	8	-3.5	1	2.1	2.9
C(=N\N1CCN(C2c3ccccc3-c3ccccc32)CC1)/c1ccccn1	12	-2	-3	-1	5	-2.1	2	1.1	-5.0
COc1ccc(NC(=O)CN(c2ccccc2F)S(=O)(=O)c2ccc(C)cc2)c(OC)c1	6	8	0	-29	8	-0.3	0	0.3	1.3
CCC(O)(CC)C(=O)N=Nc1c(O)[nH]c2ccccc12	5	3	2	1	-32	-3.8	-4	x	-1.0
O=C(c1ccc(-n2cncn2)c([N+](=O)[O-])c1)N1CCN(S(=O)(=O)c2cccc(F)c2)CC1	6	-1	3	-16	-10	0.8	1	0.1	2.0
c1ccc2c(NCC3CCCO3)nc(N3CCOCC3)nc2c1 (stereo not given)	14	-3	3	-3	-9	-1.6	64*	0.2	-1.4
O=C(Nc1ccnc(-c2ccncc2)n1)c1ccc(Cl)cc1	-6	-2	-1	-2	9	0.8	6	-0.3	1.3
CCOc1ccccc1NC(=O)c1cc(-c2cc(OC)c(OC)c(OC)c2)nc2ccccc12	5	-4	-10	2	-4	x	2	-1.4	0.8
CN(C)/C=N/c1sc2c(c1C#N)CCC2	26	-5	12	-11	-7	-3.3	-4	1.1	3.0
O=C(N/N=C/C=C/c1ccccc1[N+](=O)[O-])c1cccnc1	17	3	2	3	-11	0.2	1	x	3.0
CCOC(=O)Cc1csc(NC(=O)CSc2nnnn2-c2ccc(F)cc2)n1	7	3	-1	3	-2	-2.4	0	x	0.9
O=S(=O)(c1ccc2ccccc2c1)N1CCN(S(=O)(=O)N2CCCCC2)CC1	1	6	-20	4	-3	-1.3	1	0.1	-1.7
Cc1cc(Cl)ccc1C(O)c1ncc(-c2ccc3ccccc3c2)[nH]1 (stereo not given)	4	x	x	-4	8	-1.4	7	-0.9	x
O=C(Nc1ccc(C(=O)O)cc1)/C(=C\c1ccc2c(c1)OCO2)NC(=O)c1ccco1	20	-1	7	-5	-4	-1.8	-10	-1.0	1.4
CCN(C(=O)C1CCN(S(=O)(=O)c2cccc3nonc23)CC1)c1ccccc1	-4	-5	8	2	-15	0.8	0	1.9	-1.1
CNC(=O)C1CCN(C(=O)c2ccc(-c3ccccc3)cc2)CC1	-7	3	7	2	5	-2.6	2	-0.5	-0.3
O=C(c1cc2nc(-c3ccco3)cc(C(F)(F)F)n2n1)N1CCCCCC1	14	5	-4	-7	0	-0.1	10	0.6	0.1
CC1(C(=O)Nc2cccc(Oc3ccccc3)c2)CCN1Cc1cc2ccccc2o1 (stereo not given)	5	x	x	2	5	-4.1	-3	-1.4	x
CN1CCCCCC1=NC1=C(C#N)CCCC1	4	10	4	-3	4	-0.4	1	-6.8	0.7
CC(C)CC(=O)NC(=S)Nc1ccc(CN2CCOCC2)cc1	-7	0	1	u	2	-4.2	-2	-0.8	1.4
O=C(NC(Cc1c[nH]c2ccccc12)C(=O)O)/C(=C\c1ccc2c(c1)OCO2)NC(=O)c1ccccc1 (stereo not given)	30	-11	-2	-3	-4	-0.6	-2	-1.9	-1.4
C/C(=N\NC(=S)NCc1ccccc1)c1ccccc1	0	1	-2	-3	-2	-1.8	-2	-1.6	0.5
Cc1c(OC(C)C(=O)O)ccc2c3c(c(=O)oc12)CCCC3 (stereo not given)	3	-2	-2	20	9	-4.3	173*	1.1	3.0
O=C(/C=C/c1ccc([N+](=O)[O-])s1)N1CCCCC1	16	-3	-2	-1	-22	-0.1	-3	x	2.5

Another view of some results above.
SMILES,GDH-TPI inh,Rv3671c protease,MazF activator,BoNT-F LC inh,PrPC TRFRET,FadD28 FP inh,FBA Mtb inh,BioA inh,UGM FP inh
O=S(=O)(c1ccc2ccccc2c1)N1CCN(S(=O)(=O)N2CCCCC2)CC1,1,6,-20,4,-3,-1.3,1,0.1,-1.7
Cc1cc(Cl)ccc1C(O)c1ncc(-c2ccc3ccccc3c2)[nH]1 (stereo not given),4,x,x,-4,8,-1.4,7,-0.9,x
O=C(Nc1ccc(C(=O)O)cc1)/C(=C\c1ccc2c(c1)OCO2)NC(=O)c1ccco1,20,-1,7,-5,-4,-1.8,-10,-1.0,1.4
CCN(C(=O)C1CCN(S(=O)(=O)c2cccc3nonc23)CC1)c1ccccc1,-4,-5,8,2,-15,0.8,0,1.9,-1.1
CNC(=O)C1CCN(C(=O)c2ccc(-c3ccccc3)cc2)CC1,-7,3,7,2,5,-2.6,2,-0.5,-0.3
O=C(c1cc2nc(-c3ccco3)cc(C(F)(F)F)n2n1)N1CCCCCC1,14,5,-4,-7,0,-0.1,10,0.6,0.1
CC1(C(=O)Nc2cccc(Oc3ccccc3)c2)CCN1Cc1cc2ccccc2o1 (stereo not given),5,x,x,2,5,-4.1,-3,-1.4,x
CN1CCCCCC1=NC1=C(C#N)CCCC1,4,10,4,-3,4,-0.4,1,-6.8,0.7
CC(C)CC(=O)NC(=S)Nc1ccc(CN2CCOCC2)cc1,-7,0,1,u,2,-4.2,-2,-0.8,1.4
O=C(NC(Cc1c[nH]c2ccccc12)C(=O)O)/C(=C\c1ccc2c(c1)OCO2)NC(=O)c1ccccc1 (stereo not given),30,-11,-2,-3,-4,-0.6,-2,-1.9,-1.4
C/C(=N\NC(=S)NCc1ccccc1)c1ccccc1,0,1,-2,-3,-2,-1.8,-2,-1.6,0.5
Cc1c(OC(C)C(=O)O)ccc2c3c(c(=O)oc12)CCCC3 (stereo not given),3,-2,-2,20,9,-4.3,173*,1.1,3.0
O=C(/C=C/c1ccc([N+](=O)[O-])s1)N1CCCCC1,16,-3,-2,-1,-22,-0.1,-3,x,2.5

The listing continues:
SMILES	GDH-TPI inh	Rv3671c protease	MazF activator	BoNT-F LC inh	PrPC TRFRET	FadD28 FP inh	FBA Mtb inh	BioA inh	UGM FP inh
CCN(C#N)c1nc(N(C)C)nc(N(C)C)n1	1	5	-1	3	-4	-0.7	-1	-2.0	-0.7
COc1ccc(/C=C(/NC(=O)c2cccs2)C(=O)Nc2ccc(C)cc2)cc1OC	21	0	-1	3	1	-1.3	-1	x	-2.0
OCc1ccc2c(c1)c(-c1ccc3c(c1)OCCO3)c(-c1ccccc1)n2-c1ccccc1	-2	5	2	0	2	-3.4	62*	1.2	-0.4
Cc1cc(C)cc(NC(=O)CCNC(=O)N2C[C@H]3C[C@@H](C2)c2cccc(=O)n2C3)c1	8	-4	-3	-3	2	-0.4	6	-0.6	-3.0
CC(=O)Nc1ccc(-n2nnnc2SCC(=O)N2CCN(C(=O)c3ccco3)CC2)cc1	6	1	5	1	8	0.4	2	-1.6	-0.4
CCCn1c(SCC(=O)N2CCOCC2)nnc1-c1ccncc1	-3	5	7	-1	-4	x	0	-0.5	0.0
S=c1c2c(nc3nc[nH]n13)CCC2	13	4	-1	u	-3	1.4	-1	x	-1.7
COC(=O)/C=C1\SC(=Nc2ccc(Cl)c(Cl)c2)NC1=O	5	7	4	-1	1	-3.3	0	x	0.4
O=C(COc1ccc(Cl)cc1[N+](=O)[O-])NC1CCCCC1	7	-4	-2	2	-9	0.8	2	x	1.9
COc1ccc(/C=C2/Sc3ccc(C(=O)NCCN4CCCCCC4)cc3NC2=O)cc1	14	-18	-31	-14	-9	-18	0	-2.0	-1.5
CCCCNC(=O)C1CC(=O)N(CCC(C)C)C1 (stereo not given)	-17	6	0	-4	-1	-4.0	-3	0.4	0.1
Cc1nc(-c2ccc(F)cc2)c(CC(=O)N2CCN(S(=O)(=O)c3ccccc3Br)CC2)s1	3	9	-1	-13	-6	-0.5	-1	0.2	1.9
CCOC(=O)CNC(=O)Cn1cnc2c(oc3ccccc32)c1=O	1	5	4	-5	3	-2.8	-3	-0.1	-1.0
CCN(CC)S(=O)(=O)c1ccc(/C=C/C(=O)OCC(=O)N(C)C)cc1	8	-4	5	0	-4	-2.0	5	x	0.3
Cc1ccc(C(=O)NCCn2c(N)c(C#N)c3nc4ccccc4nc32)cc1	10	-1	-8	2	-6	-1.5	161*	-2.2	-1.3
Cc1ccc(C(=O)CC(=O)c2ccccc2C)c(O)c1	8	2	-2	-20	-8	-3.3	1	2.5	0.0
O=C(COC(=O)C1CCCCC1)Nc1ccc(N2CCCCC2)cc1	3	5	-1	-11	3	-0.5	0	2.9	0.3
N#Cc1ccc(CN2CCN(CC(=O)Nc3ccccc3C(=O)NC3CC3)CC2)cc1	10	-7	12	-4	4	-0.1	0	0.0	-0.9
COC(=O)c1ccc(C(=O)NN)cc1	5	0	-3	u	-1	-0.6	0	1.6	-2.6
CCN1/C(=C2/SC(=S)NC2=O)Sc2ccccc21	7	-6	-3	-6	-2	-0.7	-2	x	2.4
CC(=O)Nc1ccc2nc(NC(=O)COc3ccccc3Cl)sc2c1	4	-26	11	-8	6	-1.8	3	-2.3	0.5
C=CCNC(=O)C1CCC(C(=O)NCC=C)CC1 (stereo not given)	9	2	-5	-5	8	-1.1	2	-2.0	0.4
CN1CCN(CCC(=O)Nc2ccccc2)CC1	6	-3	2	-8	9	-1.9	1	-0.6	-0.3
COc1cccc(N2C(=O)CC(N3CCN(S(=O)(=O)c4ccccc4)CC3)C2=O)c1 (stereo not given)	0	0	5	-3	3	-3.3	2	x	-1.1
COc1ccc(C(=O)N2CCCC(C(N)=O)C2)cc1S(=O)(=O)N1CCOCC1 (stereo not given)	8	5	8	1	6	-2.6	3	-1.8	x
COc1ccc(CCNC(=O)CSc2nnc(Cn3c(=O)sc4ccccc43)n2C)cc1OC	5	-5	4	-2	x	0.6	-3	x	-0.7
Clc1ccc(Cn2ccc(C3CC3)n2)cc1	8	2	8	-3	0	-0.6	9	x	3.5
Cc1ccc(C(C)NC(=O)c2ccncc2)cc1C (stereo not given)	-12	0	4	1	7	-1.4	0	0.1	2.4
C[C@H](NC(=O)N1CCn2c1nc1ccccc12)C(=O)NCc1ccc(F)cc1	9	-4	4	15	0	-0.6	-4	11	-2.2
COc1cccc(C(C)(O)c2nc(-c3ccc(C)c(C)c3)cs2)c1 (stereo not given)	8	x	x	3	8	-0.7	0	-0.9	x

Two entries picked at random from those above:
SMILES	GDH-TPI inh	Rv3671c protease	MazF activator	BoNT-F LC inh	PrPC TRFRET	FadD28 FP inh	FBA Mtb inh	BioA inh	UGM FP inh
OCc1ccc2c(c1)c(-c1ccc3c(c1)OCCO3)c(-c1ccccc1)n2-c1ccccc1	-2	5	2	0	2	-3.4	62*	1.2	-0.4
COc1ccc(/C=C(/NC(=O)c2cccs2)C(=O)Nc2ccc(C)cc2)cc1OC	21	0	-1	3	1	-1.3	-1	x	-2.0
